GSK3A inh = blocks human GSK-3 alpha kinase; P49840; ADP-Glo luminescence, 60 min; inhibition, % at 10 µM; 320,000 tested, 0.1% active;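 in the data active = inhibition above about 50%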;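 note: GST-tagged GSK-3 alpha with peptide substrate and 25 µM ATP; 0% = DMSO neutral wells and 100% = GW8510 positive control wells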
Target sequence (P49840 whole entry, looked up): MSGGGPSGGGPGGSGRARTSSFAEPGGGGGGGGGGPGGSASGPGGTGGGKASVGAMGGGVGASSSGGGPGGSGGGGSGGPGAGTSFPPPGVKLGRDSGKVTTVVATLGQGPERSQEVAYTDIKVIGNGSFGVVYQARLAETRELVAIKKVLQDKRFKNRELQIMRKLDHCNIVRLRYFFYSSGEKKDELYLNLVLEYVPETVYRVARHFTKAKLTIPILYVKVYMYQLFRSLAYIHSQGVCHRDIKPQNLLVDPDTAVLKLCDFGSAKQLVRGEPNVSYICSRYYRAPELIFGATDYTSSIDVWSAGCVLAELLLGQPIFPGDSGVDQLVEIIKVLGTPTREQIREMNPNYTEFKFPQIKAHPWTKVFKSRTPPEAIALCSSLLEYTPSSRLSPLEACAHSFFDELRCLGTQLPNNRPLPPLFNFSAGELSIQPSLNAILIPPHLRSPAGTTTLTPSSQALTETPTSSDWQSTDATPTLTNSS
HSF-1 act = increases HSF-1 driven luciferase reporter signal; NIH3T3-HGL HSF-1 luciferase reporter, MG132, 8 h; 100% = twice DMSO control signal; activation, % at 9 µM; 300,000 tested, 1.7% active; AID 504408;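 active = mean replicate activation of at least 50% with a set share of replicates each reaching 50%; inconclusive = only one of those two conditions met; inactive = mean below 50% and too few replicates reaching it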;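 note: 0% = median of the neutral control wells and 100% = twice that signal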
HSP90 inh = inhibitors of HSP90 luciferase refolding in rabbit reticulocyte lysate. luciferase refolding luminescence, 3 h. inhibition, % at 5.6 µM. 290,000 tested, 0.91% active. AID 1789;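 active = inhibition above the screen-wide mean plus 3 SD, computed separately per campaign, cut at about 16% in these data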;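 note: 0% = DMSO wells and 100% = 60 µM geldanamycin wells; inhibitors lower the luminescence because luciferase stays unfolded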
KLF5 inh = kruppel-like factor 5 inhibition; inhibition, % at 5 µM; DLD-1 KLF5 promoter-luciferase reporter, luminescence; AID 1700; 290,000 tested, 0.23% active;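 active = inhibition above a per-plate limit of that plate's mean compound inhibition plus 3 SD, cut at about 60% in these data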;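 note: 0% = DMSO wells and 100% = LY294002 at 200 µM; higher means less KLF5 promoter-driven luciferase light; inactives centre near -14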
aSyn 5UTR inh = MLPCN primary screen, SNCA 5' untranslated region. 300,000 tested, 0.82% active. AID 1813. alpha-synuclein 5'UTR reporter, inhibitor activity. inhibition, % (tested at 7.5 µM); in the data active = inhibition above about 60%; inconclusive = no clear call, values can overlap the other calls;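 note: H4 neuroglioblastoma cells stably carrying SNCA 5'UTR luciferase fusion; 0% = DMSO wells and 100% = positive control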
IEC-6 tox = kills IEC-6 intestinal cells in KLF5 counter-screen; IEC-6 cytotoxicity, luminescence viability; inhibition, % at 5 µM; 290,000 tested, 0.78% active; AID 1825; in the data active = inhibition above about 22%;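 note: 0% = plate median of test compound wells and 100% = cytotoxic reference compound wells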
GSK3beta inhib = blocks human GSK3beta kinase activity; 300,000 tested, 0.038% active; AID 2097; activity score (negative = inhibition), % at 10 µM; GST-GSK3beta kinase, ADP-Glo luminescence, 60 min; stronger effect = lower value;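 active = more than half of replicate wells score below -50%, meaning over 50% inhibition versus plate controls; inconclusive = some replicates but at most half score below -50%; inactive = no replicate scores below -50%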;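 note: 0% = median DMSO wells and -100% = median GW8510 positive control wells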
Target sequence (P49841 whole entry, looked up): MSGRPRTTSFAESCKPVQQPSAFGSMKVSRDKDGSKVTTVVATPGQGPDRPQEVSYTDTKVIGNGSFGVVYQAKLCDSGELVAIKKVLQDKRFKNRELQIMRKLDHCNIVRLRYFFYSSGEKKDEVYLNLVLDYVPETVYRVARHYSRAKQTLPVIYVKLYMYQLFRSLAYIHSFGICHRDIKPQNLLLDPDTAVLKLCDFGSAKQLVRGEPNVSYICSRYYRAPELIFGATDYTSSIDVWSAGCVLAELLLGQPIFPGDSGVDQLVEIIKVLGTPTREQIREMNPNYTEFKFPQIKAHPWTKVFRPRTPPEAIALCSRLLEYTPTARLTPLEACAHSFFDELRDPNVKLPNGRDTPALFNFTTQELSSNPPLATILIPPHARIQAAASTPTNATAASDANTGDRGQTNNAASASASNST
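Test system: GST-fused GSK3beta enzyme, cell-free | Quantity: 1.6 ng GST-GSK3beta enzyme per well | Reagent: 25 µM ATP with peptide substrate | Schedule: 60 min enzyme reaction, room temperature | Signal: Luminescent ADP-Glo measurement of ADP formed | Read-out basis: Score relative to plate controls | Control set: DMSO and 20 µM GW8510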
HSF1 inhib = HSF1 inhibition; NIH3T3-HGL HSE-luciferase, MG132-induced, luminescence 8 h; stronger effect = lower value; activity change, negative = inhibition, % at 7.5 µM (by protocol); 300,000 tested, 0.77% active; AID 2098;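 active = more than half of replicate wells show activity change below -50%, luminescence cut by over half; inconclusive = some wells, but at most half, below -50%; inactive = no replicate well below -50%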;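 note: luciferase reports HSF-1 transcriptional activity via heat shock element; 0% = median of DMSO wells and -100% = zero luminescence signal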
Platelet DG rel = modulates dense granule release in human platelets | human platelet-rich plasma, SFLLRN dense granule ATP release, luminescence | inhibition, %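 (compounds screened at 7.5 µM in platelet-rich plasma)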 | 300,000 tested, 0.22% active;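 active = mean replicate score, as percent of positive control, at or above 50; inconclusive = mean below 50 but at least one replicate at or above 50; inactive = mean and every replicate below 50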
DYRK1A inh = inhibitors of rat Dyrk1A kinase; 310,000 tested, 0.43% active; Q63470; inhibition, % at 12.5 µM; ADP-Glo luminescence, NFATc1 peptide; in the data active = inhibition above about 50%;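 note: plate controls were vehicle with enzyme for no effect and no enzyme for full effect; many of its hits are not listed in these tables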
* = called active by the depositor; ? = inconclusive; . = no result given. This is a subset (hit frequency here may not be typical).

SMILES	GSK3A inh	HSF-1 act	HSP90 inh	KLF5 inh	aSyn 5UTR inh	IEC-6 tox	GSK3beta inhib	HSF1 inhib	Platelet DG rel	DYRK1A inh
COc1ccc(C(=O)NCC(=O)NCC2(N(C)C)CCCCC2)cc1OC	-2.5	5.7	1.9	-17.0	1.3	0.6	11.4	-3.3	9.2	-0.5
CCCCN(C(=O)c1ccc(OC)c([N+](=O)[O-])c1)c1c(N)n(CCC)c(=O)[nH]c1=O	7.3	-15.3	3.6	-21.9	3.8	3.7	-1.7	-8.6	-13.5	6.1
Cc1ccc(CNc2cnccn2)s1	-0.5	-1.9	-1.3	5.2	-2.5	-0.8	3.7	3.3	-5.0	-2.2
CSCCC(NC(=O)c1c(C)oc2c1CCCC2)C(=O)O (stereo not drawn)	-3.8	14.2	-0.7	-6.7	-4.3	5.2	2.0	-6.5	-1.1	-3.0
CNC(=S)N1N=C(c2ccc(C)cc2)CC1c1ccc(OC)c(OC)c1 (stereo not drawn)	0.3	-38.5	-0.4	24.2	-38.8	7.4	2.5	-25.4	-0.8	-12.8
O=C(CNc1ccc2ccccc2c1)N/N=C/c1ccc([N+](=O)[O-])o1	5.4	46.7	6.8	-5.0	-59.8	2.9	0.9	29.0	8.6	-1.5
Clc1ccc(-c2noc(/C=C/c3ccccc3)n2)cc1	-3.5	39.2	-2.6	-4.5	-93.7	-4.0	-4.6	20.7	-6.9	-4.3
COc1ccc(N(CC(=O)NC2CC3CCC2C3)S(=O)(=O)c2ccc(C)cc2)cc1OC (stereo not drawn)	-0.3	-4.3	-1.8	-18.0	16.8	-1.1	-2.4	1.6	1.3	-2.5
O=C(NCc1n[nH]c(=S)n1-c1ccc(Cl)c(Cl)c1)c1ccco1	-0.3	-7.4	-3.1	-54.9	-11.6	-2.7	-2.1	-1.3	-3.5	0.2
CCOCCCNC(=O)C(NC(=O)c1ccc(NC(C)=O)cc1)c1ccccc1 (stereo not drawn)	2.3	-6.2	0.7	-11.0	4.7	1.6	6.1	-2.3	20.1	-0.5
Cc1cc(C(=O)CSc2n[nH]c(N)n2)c(C)n1-c1cccc(F)c1	-0.1	4.2	-1.8	-32.1	-36.1	3.1	-3.7	-1.1	-6.9	.
COc1ccc(/C=N/NC(=O)c2ccc(Cl)cc2)cc1COC(C)=O	-1.5	-13.7	-0.1	-6.5	-5.2	5.2	0.6	-2.2	-4.5	4.3
COc1ccc(-c2nnc(SCC(=O)N/N=C/c3ccccc3C(=O)O)n2-c2ccccc2)cc1	-0.1	6.4	0.6	4.5	-9.5	2.5	1.4	-6.7	-0.3	1.4
COc1ccc2cc(C(=O)N3CCN(c4cccc(C)c4C)CC3)[nH]c2c1	1.7	21.0	4.8	-21.0	4.9	8.9	-7.3	8.5	-1.2	2.0
CC1=C(C#N)CCC(=O)N1Cc1c(F)cccc1Cl	-9.6	-6.4	0.3	6.7	9.6	-4.5	-0.1	3.7	-1.5	2.8
COc1ccc(CN(C)C(=O)Cc2c[nH]c3ccccc23)c(OC)c1OC	-2.2	-2.1	-2.5	-36.1	12.5	-2.2	-0.1	-0.4	4.3	3.0
Cc1[nH]c(=O)[nH]c(=O)c1S(=O)(=O)N1CCCc2ccccc21	-2.3	-4.1	2.0	-17.8	10.3	3.3	3.9	-4.1	-5.4	1.5
O=C(Nc1ccc(Cl)cc1)N1CCN(c2ccc3nnc(-c4ccc(F)cc4)n3n2)CC1	3.9	23.7	0.3	16.6	24.9	7.6	-1.2	11.5	8.7	11.5
c1ccc(CCCc2nc(-c3cccnc3)no2)cc1	-2.1	-9.5	3.9	-30.8	-16.5	2.7	-3.2	1.4	-10.7	13.7
COc1ccc(-c2c(=O)n(OC)c3ccccc3[n+]2[O-])cc1OC	5.2	-16.8	5.0	-62.2	-8.9	7.4	-2.4	-2.8	11.0	2.2
CNS(=O)(=O)c1cc(NC(=O)c2cccc3cccnc23)ccc1C	-1.3	45.5	-3.5	-46.0	-4.7	1.7	3.1	7.7	-5.9	10.4
O=C(N/N=C\c1ccc(Cl)cc1Cl)c1sccc1-n1cccc1	-1.9	41.2	-1.7	-19.9	5.2	3.0	2.8	21.4	5.8	5.1
NNC(=O)c1ccccc1OCCOc1ccccc1	-2.3	6.0	-1.5	-22.4	16.0	-10.0	2.0	5.5	0.5	0.5
CC(=O)Nc1ccc(S(=O)(=O)N2CCN(C(=O)N3CCOCC3)CC2)cc1	-1.8	15.5	2.4	10.9	12.0	-0.2	-0.3	-4.7	-6.3	-7.4
Cc1ccc(OCCCC(=O)Nc2nccs2)cc1	-4.3	-32.5	1.5	-45.3	-38.2	2.8	3.9	-12.4	12.2	-1.8
Remaining list, next part.
SMILES	GSK3A inh	HSF-1 act	HSP90 inh	KLF5 inh	aSyn 5UTR inh	IEC-6 tox	GSK3beta inhib	HSF1 inhib	Platelet DG rel	DYRK1A inh
Cc1nc(CC(=O)Nc2nc(-c3ccccc3)cs2)cs1	0.4	15.9	-1.0	-15.4	-65.6	6.7	-2.6	15.9	-27.1	1.2
COc1cc(NC(=O)C2C3CCC(O3)C2C(=O)O)cc(OC)c1 (stereo not drawn)	0.0	-11.1	0.4	-0.4	-1.0	7.2	-1.7	-5.7	-4.1	11.6
Cc1ccc(CN2CC(C(=O)OCc3ccccc3Cl)CC2=O)cc1 (stereo not drawn)	-2.4	1.4	.	.	-6.3	.	1.6	4.5	.	-3.2
Cc1ccc(CC(=O)NCCCn2ccnc2)cc1	.	-3.3	1.4	-18.4	9.9	-5.5	1.9	4.1	0.2	-1.6
C#CCOc1ccc2c3c(c(=O)oc2c1)CCCC3	0.3	2.4	-4.5	-37.9	-44.0	2.0	0.4	-1.2	1.4	3.5
C#CCOCCOCCOCCNc1nc(N2CCN(C(=O)CCCCCCCCCCNC(=O)[C@H](CO)n3cc(CCCSC)nn3)CC2)nc(N2CCN(C(=O)CCCCCCCCCCNC(=O)[C@H](CO)n3cc(CCCSC)nn3)CC2)n1	1.1	-12.7	.	.	-9.1	.	2.6	1.5	-7.4	1.8
O=C(CSc1ccc2nnc(-c3cccnc3)n2n1)N1CCOCC1	-0.6	6.3	-2.6	2.0	-13.6	-4.9	0.3	-2.8	11.2	4.1
COc1ccc(OCc2nc(C#N)c(NCCCn3ccnc3)o2)cc1	-1.3	-10.5	0.4	-11.2	14.5	2.6	-0.9	0.7	0.6	.
C=CCn1c(SCc2nc3ccccc3c(=O)[nH]2)nc2ccccc2c1=O	.	45.1	-1.4	-29.6	8.4	-0.4	3.4	22.2	-0.2	10.1
Cc1nc2cc(NC(=O)N3CCN(c4ccccn4)CC3)ccc2o1	1.2	35.5	-1.6	-7.5	16.8	1.0	4.1	1.9	-1.8	4.1
S=C(N/N=C/c1ccc(Cl)c(Cl)c1)Nc1ccccc1Cl	-2.1	16.2	3.8	-1.8	-80.8	-6.3	4.3	4.8	0.6	.
O=C(CCC(=O)Nc1nnc(C2CCCCC2)s1)Nc1ccccc1	-0.6	18.9	-4.8	-29.2	-42.1	-7.5	-0.2	4.2	8.6	-8.6
O=C(CN(Cc1ccccc1)S(=O)(=O)c1ccc(F)cc1)NCCC1=CCCCC1	0.7	11.2	3.6	12.3	7.2	-6.5	-1.3	7.5	10.6	3.8
O=C(O)c1ccc(C(=O)C(=O)c2ccccc2)cc1	-1.7	-15.2	-0.8	-17.1	23.3	4.4	2.5	2.4	10.2	.
CC(=O)Nc1ccc(NC(=O)CN(c2ccc(C(C)C)cc2)S(=O)(=O)c2ccccc2)cc1	-1.1	-4.6	-0.1	-3.8	36.4	3.3	-0.3	2.7	0.8	-3.0
Fc1ccc(NC(=S)NC2CCN(Cc3ccccc3)CC2)cc1	-1.9	.	-1.9	1.5	.	-0.7	1.6	.	14.0	5.5
Cc1ccc(NC(=O)c2ccco2)c(NC(=O)Cc2cccs2)c1	-0.2	5.3	4.7	-51.8	-3.1	-0.8	2.7	1.5	-9.8	5.4
CCCCOc1ccc(C(=O)N/C(=C/C=C/c2ccccc2)C(=O)O)cc1	-1.7	24.2	-1.7	-11.2	17.1	-2.4	0.5	9.7	-4.0	1.9
Cc1ccc(C(=O)c2ccc(N3CCN(C)CC3)c([N+](=O)[O-])c2)cc1	0.4	23.8	1.4	-2.5	0.0	6.1	0.2	-2.9	-10.4	3.0
COCCNC(=O)CSc1nc2ccccc2c2nc(C)nn12	-13.6	12.1	-0.3	-20.1	-5.4	-2.8	0.2	-1.6	-0.8	2.4
O=C1N[C@@H](Cc2ccccc2)C(=O)N2[C@H]1C[C@]1(Br)c3ccccc3N(S(=O)(=O)c3ccccc3)[C@H]21	1.8	12.0	.	.	25.4	.	2.0	1.3	0.2	-3.7
Cc1cccc(N(CC(=O)Nc2ccccc2F)S(C)(=O)=O)c1	0.0	13.6	0.2	3.2	2.9	-3.4	-0.7	-6.8	-2.9	-4.0
O=C1c2ccccc2-c2nnc(-c3ccc(F)cc3)cc21	3.0	37.5	-1.8	-88.9	21.6	-0.1	2.7	11.7	28.5	4.7
Cc1cc(C)cc(Oc2ccccc2/C=C\C(=O)O)c1	-3.7	?	-1.9	-1.8	29.0	-3.2	3.5	8.3	0.6	-1.9
Cc1onc(-c2c(Cl)cccc2Cl)c1C(=O)N1CCN(Cc2ccccc2)CC1	0.9	-5.1	2.3	-19.4	-6.4	-1.7	.	-4.2	-7.1	6.5

Individual results from the list.
Platelet DG rel with O=C1c2ccccc2-c2nnc(-c3ccc(F)cc3)cc21 stands at 28.5
HSF-1 act with CCOCCCNC(=O)C(NC(=O)c1ccc(NC(C)=O)cc1)c1ccccc1 (stereo not drawn) stands at -6.2

Next section:
SMILES	GSK3A inh	HSF-1 act	HSP90 inh	KLF5 inh	aSyn 5UTR inh	IEC-6 tox	GSK3beta inhib	HSF1 inhib	Platelet DG rel	DYRK1A inh
Cc1ccc(S(=O)(=O)N2CCCCC2)cc1NC(=O)COc1ccccc1F	-2.7	13.1	4.0	-9.2	24.9	-0.6	3.4	4.0	-4.3	1.1
O=C(Nc1ccc(N2CCN(C(=O)c3ccco3)CC2)cc1)c1cccc(F)c1	0.1	20.7	-0.9	-19.0	-19.6	0.3	0.8	5.1	-1.1	0.0
Cc1cccc(C2c3[nH]c4ccccc4c3CCN2Cc2ccc(C)s2)n1 (stereo not drawn)	-6.6	5.3	-2.5	23.6	-35.4	-1.2	5.2	12.7	13.9	-0.2
CCCNc1nc(C)nc2c1cnn2CCc1ccccc1	11.2	44.9	-0.1	-48.9	-104.9	1.8	1.4	21.7	0.5	7.6
O=C(NCCCN1CCN(CCCNC(=O)c2ccccc2F)CC1)c1ccccc1F	-1.4	6.4	0.2	-6.5	-30.6	0.2	1.0	5.3	-3.6	4.6
c1ccc(-c2cnc(-c3ccccc3)nn2)cc1	-0.3	27.8	.	.	-32.9	.	-2.0	30.7	17.8	10.8
CC(C)Cc1nnc(NC(=O)CCC(=O)N2CCC(C)CC2)s1	-1.5	7.4	-3.1	-49.0	-1.4	-9.5	-2.7	-0.4	-3.1	3.8
Cc1cccc(NC(=S)NCCc2ccccc2)c1C	.	10.3	0.9	-19.5	-0.9	-3.5	4.2	-5.4	1.0	5.7
